Compound activity as filed in PubChem.
hIAP act: human IAP activation; P09923; purified human IAP, CDP-Star luminescence, 30 min; stronger effect = higher value; 1 = vehicle-only enzyme, 0 = enzyme-free background; activation factor at 10 µM; 330,000 compounds, 0.16% hits; AID 2524;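 active means activation factor of the enzyme at least 2-fold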; further: the source names both 10 and 20 µM as test concentration; values of inactives mirror those of a sister screen read the other way
Target sequence (P09923 whole entry, looked up): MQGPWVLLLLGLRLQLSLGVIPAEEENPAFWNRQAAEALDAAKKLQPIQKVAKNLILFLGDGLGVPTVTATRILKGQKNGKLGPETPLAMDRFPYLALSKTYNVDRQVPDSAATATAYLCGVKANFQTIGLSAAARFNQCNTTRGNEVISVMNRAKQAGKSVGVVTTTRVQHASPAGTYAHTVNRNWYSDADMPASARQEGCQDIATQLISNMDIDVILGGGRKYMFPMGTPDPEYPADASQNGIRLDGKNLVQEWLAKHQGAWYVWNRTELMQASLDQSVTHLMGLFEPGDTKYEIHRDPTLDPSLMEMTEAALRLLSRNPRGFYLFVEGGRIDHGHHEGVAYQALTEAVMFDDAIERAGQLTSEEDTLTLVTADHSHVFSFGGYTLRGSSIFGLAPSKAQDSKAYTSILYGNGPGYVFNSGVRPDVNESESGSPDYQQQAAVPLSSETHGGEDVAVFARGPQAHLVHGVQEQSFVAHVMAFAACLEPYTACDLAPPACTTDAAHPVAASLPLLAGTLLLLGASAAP
mIAP activ: increases mouse intestinal alkaline phosphatase activity; activation factor at 10 µM; muIAP, CDP-Star luminescence, 30 min; stronger effect = higher value; 1 = vehicle-only enzyme signal, 0 = enzyme-free wells; 330,000 compounds, 0.24% hits;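 active means activation factor of at least 2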; further: the source names both 10 and 20 µM as test concentration; values of inactives mirror those of a sister screen read the other way
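Assay system: mouse IAP enzyme; Reagent: CDP-Star chemiluminescent phosphatase substrate; Compound: DMSO-dissolved test compounds; Incubation: 30 min, room temperature; Technique: luminescence from enzymatic CDP-Star hydrolysis; Controls: DMSO-only wells and no-enzyme negative control.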
APOBEC3A inh: blocks human APOBEC3A ssDNA deamination; AID 493011; 330,000 compounds, 0.41% hits; recombinant A3A, FAM/TAMRA ssDNA deamination fluorescence; P31941; inhibition, % at 20 µM;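 active means at least 40% inhibition at 20 µM here, with at most 30% in a related deaminase screen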;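 further: plate controls were A3A with DMSO for no effect and wells lacking A3A enzyme for full effect; some results filed as inactive read as strong as hits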
Target sequence (P31941 whole entry, looked up): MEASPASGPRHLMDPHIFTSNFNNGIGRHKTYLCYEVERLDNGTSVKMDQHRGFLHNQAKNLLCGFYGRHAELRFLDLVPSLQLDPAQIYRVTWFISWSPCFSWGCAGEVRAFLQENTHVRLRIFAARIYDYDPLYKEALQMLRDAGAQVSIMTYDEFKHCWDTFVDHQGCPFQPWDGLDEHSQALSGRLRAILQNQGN
HKDC1 inhibitor: inhibitors of human hexokinase HKDC1. Q2TB90. recombinant HKDC1, G6PDH/diaphorase resazurin coupled fluorescence. inhibition, % at 20 µM. 340,000 compounds, 0.16% hits. AID 493160;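 active means inhibition above about 35% when tested at 20 µM, limit read from the data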;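 further: plate controls were DMSO wells with enzyme for no effect and DMSO wells lacking enzyme for full effect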
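Assay system: recombinant HKDC1 hexokinase; detection: coupled resazurin fluorescence, excitation 525 nm, emission 613 nm; benchmarks: DMSO-plus-enzyme-mix negative control, buffer-substituted positive control; compound dosing: single 20 µM dose; schedule: 90 min at room temperature in dark; also added: glucose plus 1 mM ATP as hexokinase substrates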
ATG4B inh: inhibitors of human ATG4B cysteine protease; AID 504462; inhibition, % at 8.33 µM; ATG4B cleavage of LC3-PLA2, NBD-HPC fluorescence, 1 h; 340,000 compounds, 0.51% hits; in the data active means inhibition above about 40%
mIAP block: blocks mouse intestinal alkaline phosphatase; purified mouse IAP, CDP-Star luminescence, 30 min; inhibition, % at 10 µM; 330,000 compounds, 0.2% hits; AID 2806;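 active means inhibition of at least 40% at 10 µM in the primary screen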;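 further: plate controls were DMSO with enzyme for no effect and no enzyme wells for full effect; values of inactives mirror those of a sister screen read the other way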
PfG6PD inh: PfG6PD (Plasmodium falciparum) enzyme inhibition | PfGluPho enzyme, NADPH resazurin-diaphorase fluorescence | inhibition, % at 20 µM | 350,000 compounds, 0.78% hits;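 active means inhibition reaching at least a set limit at 20 µM in the primary screen, cut at about 59% in these data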;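 further: 0% = DMSO wells with substrate and 100% = DMSO wells lacking glucose-6-phosphate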
hIAP block: blocks human intestinal alkaline phosphatase | purified IAP, CDP-Star luminescence, 30 min | AID 2544 | P09923 | inhibition, % at 10 µM | 330,000 compounds, 0.12% hits;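 active means inhibition reaching a set limit with compound at 10 µM in the primary screen, cut at about 35% in these data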;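 further: plate controls were DMSO wells with enzyme for no effect and no-enzyme buffer wells for full effect; values of inactives mirror those of a sister screen read the other way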
* marks the source's active call; other numbers are inactive results; . = no result given.

SMILES	hIAP act	mIAP activ	APOBEC3A inh	HKDC1 inhibitor	ATG4B inh	mIAP block	PfG6PD inh	hIAP block
C=C1CCC[C@]2(C)C[C@H]3OC(=O)C(CNCC(OC)OC)[C@H]3CC12 (stereo not given in full)	0.89	1	-2	-1	-5	-3	-1	11
COc1ccc(NC(=O)c2cncc(Br)c2)c(S(=O)(=O)N2CCOCC2)c1	1	0.99	-2	-9	-11	1	-7	-4
COc1ccc(-c2csc(NC(=O)CS(=O)(=O)c3ccccc3)n2)cc1	0.96	1	6	4	1	-1	68*	4
NC(=O)c1oc2ccccc2c1NC(=O)C1COc2ccccc2O1 (stereo not given)	1.1	1.1	-8	-4	-5	-11	0	-13
CCNC(=O)CC1SC(=Nc2ccccc2C)N(C)C1=O (stereo not given)	1.1	1	3	-5	-7	0	5	-9
COc1ccc(/C=N/NC(=S)Nc2ccccc2)cc1COc1ccccc1F	0.95	1	6	.	.	-3	.	5
Cc1cc2nc(SCC(=O)N(C)C)c3c(c2cc1C)CCCC3	1.1	1.1	-1	-4	22	-6	4	-8
CCOC(=O)c1c(-c2ccc(OC)cc2)csc1NC(=O)CSc1nnc(C)c(=O)[nH]1	0.96	0.89	-2	-1	21	11	-18	4
CN1CCN(C(=O)CN(C2CCCCC2)S(=O)(=O)c2ccccc2)CC1	1.1	0.97	-2	-3	-6	3	-3	-7
COC(=O)c1cc(=O)n(CCc2ccccc2F)c(=Nc2ccc(F)c(Cl)c2)s1	0.93	0.98	0	11	-5	2	20	7
CCCCN(CC)S(=O)(=O)N1CCC(C(=O)NCc2ccc(F)cc2)CC1	0.8	1.1	-4	-2	7	-8	-9	20
COc1ccc(NC(=O)CSc2nnc(N)s2)cc1S(=O)(=O)N1CCCCC1	0.83	0.96	-1	2	-14	4	6	17
Cn1cccc1C(=O)NS(=O)(=O)c1ccccc1Cl	0.89	0.99	0	-2	-6	1	0	11
CN(C)CCCNC(=O)c1ccc(-c2ccccc2)cc1	1.1	0.98	3	-7	-2	2	-5	-11
O=C(CCS(=O)(=O)c1ccccc1)Nc1nc(-c2ccc(F)cc2)cs1	1	1.1	-1	-2	-13	-14	4	-2
Cc1ccc(C)c(OCc2nnc(SCC(=O)NCc3ccc4c(c3)OCO4)o2)c1	1	1	6	-2	-5	0	3	0
COCCCNC(=O)/C=C/c1c(Cl)cccc1Cl	0.99	0.96	2	2	0	4	9	1
Cc1nn(Cc2ccccc2)c(C)c1NC(=O)CSc1nc2sc3c(c2c(=O)n1C)CCC3	1.3	1.1	-4	-2	-1	-12	-16	-30
O=C(Nc1ccc2[nH]c(=O)[nH]c2c1)c1cc(F)c(F)cc1Cl	1	0.89	0	-1	3	12	26	-2
Cc1nn(-c2ccccc2)c(Cl)c1/C=N/Nc1ccc(Cl)c(C(=O)O)c1	0.87	0.94	-4	15	-8	6	-20	13
CN(C)/C=C1\C(=O)Nc2ccccc21	0.86	1	-4	2	-1	-4	7	14
Cc1occc(=O)c1OCc1c(F)cccc1Cl	0.98	1	-3	1	-4	-1	4	2
COc1ccc(-n2c(=O)c3ccccc3n(CC(=O)NC3CCCCC3)c2=O)cc1	0.95	1.1	2	0	-3	-13	10	5
COc1ccc(C(=O)CC2OC(=O)c3c2ccc(OC)c3OC)cc1 (stereo not given)	1.2	1	0	-9	-4	-3	-40	-18
O=C(c1cc2nc(-c3ccc(F)cc3)cc(C(F)(F)F)n2n1)N1CCCCC1c1cccnc1 (stereo not given)	1.1	0.91	3	-11	-6	9	2	-5

Among those listed so far, these contain two or more sulfur atoms.
SMILES	hIAP act	mIAP activ	APOBEC3A inh	HKDC1 inhibitor	ATG4B inh	mIAP block	PfG6PD inh	hIAP block
COc1ccc(-c2csc(NC(=O)CS(=O)(=O)c3ccccc3)n2)cc1	0.96	1	6	4	1	-1	68*	4
CCOC(=O)c1c(-c2ccc(OC)cc2)csc1NC(=O)CSc1nnc(C)c(=O)[nH]1	0.96	0.89	-2	-1	21	11	-18	4
COc1ccc(NC(=O)CSc2nnc(N)s2)cc1S(=O)(=O)N1CCCCC1	0.83	0.96	-1	2	-14	4	6	17
O=C(CCS(=O)(=O)c1ccccc1)Nc1nc(-c2ccc(F)cc2)cs1	1	1.1	-1	-2	-13	-14	4	-2
Cc1nn(Cc2ccccc2)c(C)c1NC(=O)CSc1nc2sc3c(c2c(=O)n1C)CCC3	1.3	1.1	-4	-2	-1	-12	-16	-30

Next results.
SMILES	hIAP act	mIAP activ	APOBEC3A inh	HKDC1 inhibitor	ATG4B inh	mIAP block	PfG6PD inh	hIAP block
COc1ccccc1Nc1cc(C(=O)NC2CCCC2)c2ccccc2n1	0.97	0.98	-4	-4	4	2	-8	3
Cc1cccc(C2c3[nH]c4ccccc4c3CCN2C(=O)c2cc(-c3cccn3C)n[nH]2)n1 (stereo not given)	1.4	1	-4	2	62*	-3	11	-43
COc1ccc(S(=O)(=O)N(C)CC(=O)Nc2ccccc2SC)cc1	0.96	1	0	-4	-3	-2	-7	4
Cc1cc(C)n(CCN(C)C(=O)c2cc(COc3c(F)cccc3F)on2)n1	0.86	0.98	-1	2	2	2	0	14
CCCCS(=O)(=O)Nc1ccc(Cc2ccncc2)cc1	1.2	1.1	0	-5	3	-7	-9	-16
CCNC(=S)N(Cc1cc2c(C)ccc(C)c2[nH]c1=O)C1CCCC1	0.98	0.99	-2	-1	-4	1	-13	2
O=c1n(-c2ccc(Br)cc2)cnn1-c1ncccc1[N+](=O)[O-]	0.9	0.96	-3	-9	-4	4	-5	10
CCOc1ccc(NC(=O)CSc2nc(N)c(-c3ccccc3)c(=O)[nH]2)cc1	1.1	1	-3	-7	-8	-3	-8	-6
N#CC1=C2SCN(c3ccccc3)CN2C(=O)CC1c1cccs1 (stereo not given)	1	0.65	7	5	-2	35	71*	-2
O=C(NC(Cc1ccccc1)C(=O)O)/C(=C\c1ccccc1F)NC(=O)c1ccccc1 (stereo not given)	0.97	1	1	-3	-8	-3	-14	2
CC12CCCCC1N(O)C(=O)C(=O)N2O (stereo not given)	0.99	1.1	-3	10	-9	-6	1	1
CC1CCC2(CC1)NC(=O)N(CC(=O)N1CCOCC1)C2=O (stereo not given)	1.1	0.98	1	-5	-6	2	-4	-13
O=C(CNC(=O)c1ccccc1Br)NNC(=O)c1cccs1	1	0.93	-5	5	-1	7	-1	0
COC(=O)C1CCN(C(=O)COC(=O)c2cc([N+](=O)[O-])ccc2N2CCOCC2)CC1	0.93	1	2	-2	-3	-3	4	8
COc1cc(CO)cc(Br)c1OCC(=O)N1CCCCC1	1.1	1	0	-7	-32	-1	7	-12
Cc1ccc(CNC(=O)CCS(=O)(=O)c2ccc3c(c2)NC(=O)C(C)S3)cc1 (stereo not given)	1.3	0.91	-3	-5	-7	10	-8	-28
Cc1ccc(NC(=S)Nc2ccc(OC(F)F)c(Cl)c2)cc1F	0.98	1.2	-1	-2	4	-16	20	2
O=C(NCC1CCCO1)c1sc(=S)n2c1[nH]c(=O)c1ccc(C(=O)N3CCCCC3)cc12 (stereo not given)	0.77	0.76	2	7	16	24	1	23
COc1ccc(OCC(NS(=O)(=O)c2ccc(-n3cnnn3)cc2)C(C)C)cc1 (stereo not given)	1.3	0.97	-3	-3	-11	3	3	-28
CCc1ccc(NS(=O)(=O)c2ccc(OC)c(C)c2)cc1	0.87	1	0	0	-12	-1	-7	13
COc1cc(/C=N/NC(=O)Cc2cccs2)c([N+](=O)[O-])cc1OC	0.99	0.9	-1	-9	-12	10	0	1
COc1ccc(N(C)S(=O)(=O)c2cccc3nsnc23)cc1	0.98	0.96	6	8	2	4	5	2
O=c1c(O)c(-c2ccc(O)c(O)c2)oc2cc(O)cc(O)c12	1.1	0.17	1	3	-7	83*	-9	-9
O=C(CCC1CCCCC1)N1CCN(Cc2ccc3c(c2)OCO3)CC1	0.97	1	-1	-1	-2	-2	-9	3
Cc1cc(N2C(=O)C(O)=C(C(=O)c3ccco3)C2c2cccc(Oc3ccccc3)c2)no1 (stereo not given)	1	0.92	-7	6	-10	8	-14	0

Further results.
Key to letters – A = hIAP act; B = mIAP activ; C = APOBEC3A inh; D = HKDC1 inhibitor; E = ATG4B inh; F = mIAP block; G = PfG6PD inh; H = hIAP block
O=C(Cn1nnc(-c2ccncc2)n1)NCCc1ccccc1
  A: 0.83	B: 0.88	C: 1	D: -11	E: -16	F: 12	G: -3	H: 17
O=C(C[C@@H]1C/C=C/CC[C@H](Cc2ccc(F)cc2)C(=O)O[C@H](c2ccccc2)CNC1=O)NCCO
  A: 0.98	B: 1.2	C: -3	D: -3	E: 4	F: -16	G: -6	H: 2
O=C(c1ccco1)N1CCN(C(c2cccs2)c2sc3ncnn3c2O)CC1 (stereo not given)
  A: 1.1	B: 0.94	C: 1	D: 0	E: -12	F: 6	G: -5	H: -10
COc1cccc(NC(=O)COC(=O)C2CC2)c1
  A: 0.97	B: 1.1	C: 2	D: -5	E: -2	F: -6	G: -10	H: 3
Cc1ccc(C)c(NC(=O)c2cc3c([nH]c4ccccc43)c(C)n2)c1
  A: 1	B: 1.1	C: -1	D: -11	E: 1	F: -5	G: -4	H: -4
CC(=O)N(c1cccc(C(F)(F)F)c1)c1nc(/C=C/C(=O)O)cs1
  A: 1.1	B: 1.1	C: -2	D: -3	E: -4	F: -6	G: 0	H: -9
COC(=O)C1CCN(S(=O)(=O)c2ccc(Br)s2)CC1
  A: 1	B: 1.1	C: -3	D: -3	E: -9	F: -7	G: -7	H: -2
O=C(CNC(=S)N(Cc1ccccc1)Cc1ccccc1F)NCCc1ccccc1
  A: 1.1	B: 1.6	C: -7	D: -2	E: 2	F: -58	G: 11	H: -12
CC(=O)c1cnc(Nc2ccccc2)s1
  A: 1.1	B: 0.99	C: -2	D: -8	E: 1	F: 1	G: 1	H: -9
Cc1ccc(NC(=O)CN2C(=O)S/C(=C\c3cc(C)n(-c4cccc(C(=O)O)c4)c3C)C2=O)cc1
  A: 0.82	B: 0.87	C: -1	D: -9	E: 18	F: 13	G: -7	H: 18

Complete entries from above. Order of values: hIAP act, mIAP activ, APOBEC3A inh, HKDC1 inhibitor, ATG4B inh, mIAP block, PfG6PD inh, hIAP block
Record of `O=C(Cn1nnc(-c2ccncc2)n1)NCCc1ccccc1` = 0.83, 0.88, 1, -11, -16, 12, -3, 17
Record of `CCc1ccc(NS(=O)(=O)c2ccc(OC)c(C)c2)cc1` = 0.87, 1, 0, 0, -12, -1, -7, 13
Record of `CCNC(=S)N(Cc1cc2c(C)ccc(C)c2[nH]c1=O)C1CCCC1` = 0.98, 0.99, -2, -1, -4, 1, -13, 2

Part of the list above in order of length of the SMILES, ascending:
Key to letters – A = hIAP act; B = mIAP activ; C = APOBEC3A inh; D = HKDC1 inhibitor; E = ATG4B inh; F = mIAP block; G = PfG6PD inh; H = hIAP block
CC(=O)c1cnc(Nc2ccccc2)s1
  A: 1.1	B: 0.99	C: -2	D: -8	E: 1	F: 1	G: 1	H: -9
CCCCN(CC)S(=O)(=O)N1CCC(C(=O)NCc2ccc(F)cc2)CC1
  A: 0.8	B: 1.1	C: -4	D: -2	E: 7	F: -8	G: -9	H: 20
CCOC(=O)c1c(-c2ccc(OC)cc2)csc1NC(=O)CSc1nnc(C)c(=O)[nH]1
  A: 0.96	B: 0.89	C: -2	D: -1	E: 21	F: 11	G: -18	H: 4
